Compound activity as filed in PubChem BioAssay.
D1 agonist = agonists of human D1 dopamine receptor | 360,000 compounds, 1% hits | HEK293 T-REx D1 cells, calcium flux, agonist mode | activation, % at 2 µM | P21728; in the data active means activation above about 30%; further: 0% is about no effect
Target sequence (P21728 whole entry, looked up): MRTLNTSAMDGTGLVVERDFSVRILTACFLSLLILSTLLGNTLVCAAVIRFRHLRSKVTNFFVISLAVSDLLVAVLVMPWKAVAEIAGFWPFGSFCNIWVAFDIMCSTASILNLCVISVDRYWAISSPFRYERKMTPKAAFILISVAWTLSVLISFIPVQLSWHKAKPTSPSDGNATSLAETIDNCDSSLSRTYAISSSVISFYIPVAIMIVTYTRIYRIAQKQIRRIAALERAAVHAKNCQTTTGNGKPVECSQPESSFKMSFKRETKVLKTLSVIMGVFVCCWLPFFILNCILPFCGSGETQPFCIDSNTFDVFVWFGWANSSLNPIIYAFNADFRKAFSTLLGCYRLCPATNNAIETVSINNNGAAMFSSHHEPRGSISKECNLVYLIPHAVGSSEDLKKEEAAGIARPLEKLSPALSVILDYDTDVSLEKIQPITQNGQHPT
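Inducible HEK293 T-REx D1 cells, force-coupled to calcium signalling, were plated at 4000 cells/well with tetracycline and held overnight at 30 C. After no-wash calcium dye loading, compound-evoked calcium rise over 180 s flagged agonists.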
D1 antagonist = antagonists of human D1 dopamine receptor; P21728; HEK293 TREx D1 cells, calcium flux, dopamine EC80; stronger effect = lower value; activity change, negative = inhibition, % at 10 µM; 360,000 compounds, 3.2% hits; in the data active means activity change below about -30%; further: on the % scale 0 is the no-effect control and ±100 the full control effect
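Tetracycline-induced HEK293 T-REx cells with force-coupled D1 receptor were loaded with a no-wash calcium dye. Compound was added after a 10 s baseline and read kinetically for 180 s; EC80 dopamine was then added and calcium flux followed another 180 s.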
RXFP1 ag = agonists of human relaxin receptor RXFP1; Q9HBX9; HEK293T-RXFP1 cAMP TR-FRET, 30 min; response scale: percent of porcine relaxin response, buffer zero; Potency, µM (top dose mostly 57.5 µM), without a hit: at the highest dose activation, usual class: activators; 370,000 compounds, 0.3% hits; AID 2676; further: potency means the concentration at half of the fitted maximal effect; on the % scale 0 is the no-effect control and ±100 the full control effect; nearly all actives have a fitted effect of over 60% in size; many of its hits are not listed in these tables
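cAMP rise read by TR-FRET after 30 min, 37C compound exposure (up to 58 uM) in RXFP1-transfected HEK293 cells with Ro 20174 present. EC50 from Hill-equation fits, with 29 nM porcine relaxin as 100% and buffer as basal.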
LDHA block = blocks human lactate dehydrogenase A. P00338. purified LDHA, NADH/diaphorase-resazurin fluorescence; stronger effect = lower value. activity change, % (values are at about 110 or 230 µM). 480,000 compounds, 0.15% hits; in the data active means activity change below about -30%; inconclusive means mostly about -25% to -30%;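 further: plate controls were DMSO wells for no effect and wells without enzyme for full effect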
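Enzyme activity of human lactate dehydrogenase 5 (2 nM; 0.06 mM NADH, 0.2 mM pyruvate, 5 min, RT) is measured via a resazurin/diaphorase fluorescence readout of residual NADH.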
D1 potentiator = enhances dopamine response at the human D1 receptor; P21728; HEK293 TREx D1 cells, calcium flux, dopamine EC20 potentiation; potentiation, % at 10 µM; 360,000 compounds, 0.036% hits; in the data active means potentiation above about 30%; further: 0% is about no effect
Vif-APOBEC3F blk = Vif-A3F binding inhibition. 390,000 compounds, 0.2% hits. HeLa A3F-eYFP + Vif (tagged APOBEC3F with the HIV-1 protein that degrades it), YFP fluorescence increase. Potency, µM (highest dose often 46.1 µM), without a hit: at the top dose activity, negative = active. AID 602313; further: potency means the concentration at half of the fitted maximal effect; % of control where 0% means no effect; nearly all actives have a fitted effect of over 65% in size
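HeLa cells stably expressing A3F-eYFP plus Vif, plated and incubated overnight at 37 deg C, then exposed to compounds overnight at 37 deg C. Blocked degradation read as raised yellow fluorescence (Ex 488/Em 500-530).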
Vif-APOBEC3G blk = blocks the Vif interaction with human APOBEC3G. 410,000 compounds, 0.076% hits. HeLa A3G-eYFP + Vif (tagged APOBEC3G with the HIV-1 protein that degrades it), YFP fluorescence, overnight. Q9HC16. Potency, µM (doses to about 46.1 µM), inactives show at the top dose activity, negative = active, actives largely listed as inhibitors;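 further: potency means the concentration at half of the fitted maximal effect; on the % scale 0 is the no-effect control and ±100 the full control effect; nearly all actives have a fitted effect of over 60% in size; hits raise eYFP signal because A3G escapes Vif-driven loss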
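HeLa cells stably expressing Vif and C-terminally eYFP-tagged A3G, seeded overnight at 37 deg C, then exposed to compound by pintool overnight at 37 deg C. Rise in yellow fluorescence (Ex 488/Em 500-530, Acumen) marks blocked Vif-driven A3G degradation.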
D2 PAM = positive allosteric modulators of human D2 dopamine receptor; 340,000 compounds, 0.34% hits; AID 485347; P14416; HEK293 T-REx D2, calcium flux, EC20 dopamine potentiation; potentiation, % at 10 µM;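 active means potentiation over 3 SD above the plate norm, cut at about 30% in these data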; further: 0% is about no effect
Target sequence (P14416 whole entry, looked up): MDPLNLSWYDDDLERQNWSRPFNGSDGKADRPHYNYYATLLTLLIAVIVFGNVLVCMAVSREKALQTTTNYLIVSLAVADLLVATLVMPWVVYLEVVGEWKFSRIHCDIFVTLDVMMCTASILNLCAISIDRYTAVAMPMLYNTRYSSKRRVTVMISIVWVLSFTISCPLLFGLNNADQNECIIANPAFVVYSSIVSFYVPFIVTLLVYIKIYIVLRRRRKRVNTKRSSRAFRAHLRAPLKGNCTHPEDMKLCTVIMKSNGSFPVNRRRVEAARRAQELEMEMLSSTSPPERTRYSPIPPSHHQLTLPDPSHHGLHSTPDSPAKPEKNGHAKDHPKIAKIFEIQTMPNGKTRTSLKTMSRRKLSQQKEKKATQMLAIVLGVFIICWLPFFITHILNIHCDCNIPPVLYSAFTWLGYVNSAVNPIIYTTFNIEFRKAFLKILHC
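Calcium flux readout, no-wash dye, 1 read/s. Inducible HEK293 Trex D2 line, overnight 30 C. Compound alone 180 s (agonist flags), then EC20 dopamine, another 180 s to score potentiation.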
Glioma ERSR ind = induces the endoplasmic reticulum stress response in human glioma cells. U87-MG GRP78 promoter luciferase reporter, 16 h. Potency, µM, without a hit: top-dose activation, hits mostly activators. 420,000 compounds, 0.02% hits. AID 602332; further: potency means the concentration at half of the fitted maximal effect; series mostly up to about 76 µM; % of control where 0% means no effect; nearly all actives have a fitted effect of over 35% in size
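ERSR induction read as luciferase luminescence (Bright-Glo, 10 min at room temperature) in stably transfected human U87-MG glioma cells exposed to compounds for 16 h, using GRP78 as sensor.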
* marks the source's active call; other numbers are inactive results; ? = inconclusive; . = no result given; & = joins results of further samples. Unless noted, the call rests on the fitted dose curve; in most records, active means well fitted curve in the direction sought with a large enough effect; inconclusive means small, poorly fitted or top-dose-only effect, or another doubt; inactive means no such curve, though single readings can be large; an effect the other way counts as inactive or inconclusive. A portion of the library. The share of hits here may be higher or lower than overall.

Value order – D1 agonist	D1 antagonist	RXFP1 ag	LDHA block	D1 potentiator	Vif-APOBEC3F blk	Vif-APOBEC3G blk	D2 PAM	Glioma ERSR ind
> N=C1C(c2nc3ccccc3s2)=C(O)CN1NC(=O)c1ccco1
→ 2	-5	7.6%	-3	-4	-23%	-6%	3	1%
> CCC(=O)Nc1ccc(C(=O)COC(=O)Cc2ccsc2)cc1
→ 4	-21	1.1%	-2	-5	2%	1%	-13	1%
> COc1ccc(CCNC(=O)c2ccc(OCc3c(C)noc3C)c(OC)c2)cc1
→ .	.	.	-5	.	4%	0%	.	-5%
> O=c1ccccn1CCOc1ccc(Cl)cc1
→ 5	6	0.3%	-4	0	10%	-1%	9	4%
> COC(=O)C(CC(C)C)N(Cc1cc(OC)cc(OC)c1)S(=O)(=O)c1ccccc1Br (stereo not given)
→ .	.	.	-10	.	-3%	-1%	.	1%
> COc1ccc(NC(=O)N(C)C[C@H]2Oc3c(NC(=O)Cc4ccccc4)cccc3C(=O)N([C@H](C)CO)C[C@@H]2C)cc1
→ .	.	.	1	.	-3%	-3%	.	-5%
> COC(=O)c1cc(C(C)=O)n2ccccc12
→ 1	1	1.8%	0	-2	-4%	0%	9	-2%
> CCOC(=O)c1ccc(NC(=O)c2ccccc2)cc1
→ 0	-28	-0.2%	0	0	-20%	1%	-3	3%
> Cc1ncc([N+](=O)[O-])n1CC(=O)Nc1ccc(Cl)cc1
→ 2	5	-0.3%	-1	-1	-23%	0%	1	0%
> CCN(C(=O)CSc1n[nH]c(-c2ccc(OC)cc2)n1)c1c(N)n(Cc2ccccc2)c(=O)[nH]c1=O
→ .	.	.	-3	.	-25%	?	.	-3%

The closing seven entries of the section before are carried over, then new ones follow.
Value order – D1 agonist	D1 antagonist	RXFP1 ag	LDHA block	D1 potentiator	Vif-APOBEC3F blk	Vif-APOBEC3G blk	D2 PAM	Glioma ERSR ind
> O=c1ccccn1CCOc1ccc(Cl)cc1
→ 5	6	0.3%	-4	0	10%	-1%	9	4%
> COC(=O)C(CC(C)C)N(Cc1cc(OC)cc(OC)c1)S(=O)(=O)c1ccccc1Br (stereo not given)
→ .	.	.	-10	.	-3%	-1%	.	1%
> COc1ccc(NC(=O)N(C)C[C@H]2Oc3c(NC(=O)Cc4ccccc4)cccc3C(=O)N([C@H](C)CO)C[C@@H]2C)cc1
→ .	.	.	1	.	-3%	-3%	.	-5%
> COC(=O)c1cc(C(C)=O)n2ccccc12
→ 1	1	1.8%	0	-2	-4%	0%	9	-2%
> CCOC(=O)c1ccc(NC(=O)c2ccccc2)cc1
→ 0	-28	-0.2%	0	0	-20%	1%	-3	3%
> Cc1ncc([N+](=O)[O-])n1CC(=O)Nc1ccc(Cl)cc1
→ 2	5	-0.3%	-1	-1	-23%	0%	1	0%
> CCN(C(=O)CSc1n[nH]c(-c2ccc(OC)cc2)n1)c1c(N)n(Cc2ccccc2)c(=O)[nH]c1=O
→ .	.	.	-3	.	-25%	?	.	-3%
> O=C(Cn1ncc2c1-c1ccccc1OC2)N1CCN(c2ccccc2)CC1
→ 3	12	-0.6%	-7	9	-2%	-8%	4	-1%
> CCOC(=O)N1CCc2c(sc(NC(=O)CN3CCOCC3)c2C#N)C1
→ 4	-5	-2.7%	-7	-2	7%	-1%	5	0%
> CC(=O)N(CC(C)C(=O)O)c1c(I)cc(I)c(N)c1I (stereo not given)
→ 0	20	1.3%	-9	-4	3%	-2%	-3	-2%
> Cc1ccccc1CN1CCC(N2CCC(C(=O)NCC3CCCO3)CC2)CC1 (stereo not given)
→ 4	-15	2.6%	-7	2	-14%	1%	10	-2%
> Cc1ccccc1OCC(=O)NNC(=O)c1ccc(-n2cncn2)c([N+](=O)[O-])c1
→ 0	-67*	0.7%	-1	-2	-1%	-1%	1	-3%
> Cc1ccc(SCc2[nH]nc3c2C2(C(=O)Nc4ccc([N+](=O)[O-])cc42)C(C#N)=C(N)O3)cc1 (stereo not given)
→ 5	10	0.2%	6	-2	-7%	-15%	-1	-4%
> COc1ccc(Nc2ncnc3c2cnn3Cc2ccccc2)cc1OC
→ 6	-8	2.1%	4	-2	-8%	-5%	15	-3%
> COc1cccc(Nc2nc(=O)[nH]nc2C)c1
→ 5	-5	0.6%	-3	-3	-11%	1%	.	-2%
> CCOc1ccc(NS(=O)(=O)c2ccc(C(=O)N(C)Cc3cccc(OC)c3OC)cc2)cc1
→ 18	-30	-2.8%	-1	-2	-24%	-3%	2	-3%
> CC(C)(C)c1cc(CCC(=O)NNC(=O)c2ccco2)cc(C(C)(C)C)c1O
→ 3	13	-0.8%	-12	0	-19%	-2%	1	-2%
> Fc1ccccc1/C=N/Nc1cc(N2CCCCC2)ncn1
→ .	.	.	-7	.	-8%	0%	.	-6%
> CCN(CC)C(=S)SCC(=O)Nc1ncc2c(n1)CCCC2=O
→ 0	-33*	0.0%	-5	0	-5%	0%	15	-4%
> Nc1nonc1-c1nc2ccccc2n1CC(=O)N1CCCCC1
→ 2	0	0.4%	-1	-3	-4%	0%	-7	-2%
> CN(Cc1ccccc1)C(=S)Nc1ccc2nc3n(c(=O)c2c1)CCCCC3
→ 4	-20	4.6%	0	-7	-3%	-17%	-7	1%
> Cc1c(C(=O)Nc2ccccc2Br)oc2ccc(S(=O)(=O)N3CCCCC3)cc12
→ -2	10	-2.5%	-9	2	-2%	1%	-18	-4%
> Cc1cc(C)n2nc(CC(=O)NNC(=O)COc3ccccc3)nc2n1
→ 0	2	9.0%	0	-1	3%	1%	-2	-2%
> CCOCCCNC(=O)C(c1ccc(C)cc1)N(Cc1ccc2c(c1)OCO2)C(=O)c1cnccn1 (stereo not given)
→ 0	4	1.8%	-5	-2	7%	0%	-1	1%
> O=C(Nc1nc(-c2ccccn2)cs1)c1cccc(-n2cnnn2)c1
→ 8	-1	9.9%	-2	-3	0%	-5%	4	-5%
> Cc1ccc(NC(=O)C(C)c2cccc(C(=O)c3ccccc3)c2)cc1O (stereo not given)
→ 17	-32*	1.2%	-1	-12	?	-1%	-12	-5%
> C=CCOC(=O)C1=C[C@@H](c2csc3ccccc23)[C@H](CCCO)[C@@H](OCC)O1
→ .	.	.	-8	.	2%	3%	.	-5%
> O=C1NC2(CCCCCC2)N=C1c1ccc(Br)cc1
→ 5	-1	5.9%	1	-4	-1%	1%	-20	-4%
> Cc1ccc(OCCOCCN2CCCC2)c(Br)c1
→ 6	-12	0.4%	-15	-4	-3%	-1%	-20	-5%
> N#C/C(=C(\O)c1cc(Cl)sc1Cl)c1nc2ccccc2[nH]1
→ 35*	-19	?	-4	-7	?	-13%	11	-5%
> Cc1ccc(CNC(=S)Nc2cc(C)ccc2OC(F)F)cc1
→ 1	.	-1.5%	-8	-4	?	0%	-8	-4%
> COc1cccc(C(=O)Nc2cccc(C(=O)N3CCOCC3)c2)c1
→ 1	-14	1.1%	-10	-2	0%	0%	.	-2%
> CCOc1cc(C2C(C(=O)c3ccco3)=C(O)C(=O)N2Cc2ccccc2)ccc1O (stereo not given)
→ 3	10	2.2%	7	-2	-17%	0%	4	-4%
> COc1ccc(O)c(C(=O)CC(=O)c2ccccc2)c1
→ 5	14	1.9%	.	15	.	.	-15	.
> CCn1cc(C(=O)N2CCN(c3cccc(Cl)c3)CC2)c(=O)c2cc(S(=O)(=O)N3CCC(C)CC3)ccc21
→ 0	-8	-0.4%	8	4	-4%	-3%	2	-2%
> CCOc1ccc(C(CC(=O)O)NS(=O)(=O)c2ccc(C)cc2)cc1OC (stereo not given)
→ 2	3	-2.3%	5	-2	-11%	0%	-5	-5%
> CC(OC(=O)CN1C(=O)C2CCCCC2C1=O)C(=O)Nc1ncc(Cl)cc1Cl (stereo not given)
→ 4	-9	0.0%	3	4	-3%	1%	14	-3%

Three entries already listed, sorted by count of non-hydrogen atoms, lowest first:
Value order – D1 agonist	D1 antagonist	RXFP1 ag	LDHA block	D1 potentiator	Vif-APOBEC3F blk	Vif-APOBEC3G blk	D2 PAM	Glioma ERSR ind
> Cc1ccc(CNC(=S)Nc2cc(C)ccc2OC(F)F)cc1
→ 1	.	-1.5%	-8	-4	?	0%	-8	-4%
> COc1ccc(Nc2ncnc3c2cnn3Cc2ccccc2)cc1OC
→ 6	-8	2.1%	4	-2	-8%	-5%	15	-3%
> Cc1ccccc1OCC(=O)NNC(=O)c1ccc(-n2cncn2)c([N+](=O)[O-])c1
→ 0	-67*	0.7%	-1	-2	-1%	-1%	1	-3%

The listing continues.
Value order – D1 agonist	D1 antagonist	RXFP1 ag	LDHA block	D1 potentiator	Vif-APOBEC3F blk	Vif-APOBEC3G blk	D2 PAM	Glioma ERSR ind
> CCOc1ccc(CCNC(=O)C2=C(C)C(=O)OC23CCCCC3)cc1
→ 2	-3	-0.3%	-6	-3	.	.	0	.
> O=C(OCc1nnc(-c2ccccc2)o1)c1ccc(Br)o1
→ 1	1	0.4%	-8&-3	-4	7%	1%	-1	-2%
> CCN1C(=O)C(CC(=O)Nc2ccc(OC)cc2)N(CCCN2CCN(c3ccc(OC)cc3)CC2)C1=S (stereo not given)
→ 4	-7	1.0%	1	-4	6%	-5%	.	-1%
> CC(C)NC(=O)c1cc(-c2cccs2)on1
→ 0	-8	1.2%	-6	-2	-1%	-1%	-10	2%
> O=C(Nc1ccccc1)c1ccc(NCCc2ccccc2)c([N+](=O)[O-])c1
→ 2	-9	1.3%	-5	-7	?	-17%	-3	2%
> COc1ccc(C)cc1NC(=O)CSc1nc2ccccc2nc1N1CCCCC1
→ 4	14	6.6%	-5	2	3%	-4%	-1	-2%
> CC(=O)Nc1cc2c(s1)c1cnn(Cc3ccccc3F)c(=O)c1n2C
→ 2	-4	-0.7%	.	-6	.	.	.	.
> O=C1C2C3C=CC(CC3)C2C(=O)N1c1nccs1 (stereo not given)
→ -2	15	2.1%	-5	7	3%	-2%	2	1%
